# Screens: PubChem BioAssay, several laboratories
# CaV13 ICDI inh: Primary screen for inhibitors of IQ motif and Ca2+-dependent inactivation inhibitor domain binding in CACNA1D, Förster resonance energy transfer in living cells, …; HEK cells, CFP/YFP FRET ICDI-IQ, plate reader, 10 min; percent FRET-ratio fall versus neutral wells; inhibition, % at 12.3 µM; 0.098% of 340,000 active; AID 743397;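 active = mean replicate inhibition of at least 30% and at least 1% of replicates passing that level; inconclusive = only one of the two criteria is met; inactive = neither criterion is met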;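 also: 0% = median of the neutral control wells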
# aDG glyco act: activators of alpha-DG glycosylation, primary screen, uHTS, Pro5-aDG cells, AlphaScreen; alpha-DG glycosylation AlphaScreen (IIH6); 0% Pro5, 100% B10-LARGE cell signal; 0.22% of 360,000 active; activation, % at 10 µM;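 active = activation of at least 8% versus controls, or a plate z-score of at least 8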;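 also: Pro5 are CHO cells carrying HIG-tagged alpha-DG that lacks glycosylation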
# H9c2 protect: cardioprotection against H2O2-induced cell death, primary screen, uHTS, H9c2 cells, ATPLite luminescence. 0.63% of 360,000 active. H9c2 cardiomyocytes, H2O2 injury protection, 2 h. protection from H2O2 cell death, % at 20 µM;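 active = compounds giving at least 50% protection of heart cells from peroxide-induced death in the single-dose screen, raw or plate-pattern-corrected value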;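 also: 0% = DMSO wells with peroxide and 100% = DMSO wells without peroxide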
# PDI turbidity: inhibitors of human PDI, primary screen, biochemical, turbidity, single point, plate reader; Protein disulfide-isomerase (Homo sapiens), P07237; PDI insulin aggregation turbidity, A650, 90 min; inhibition, % at 10 µM; 0.052% of 350,000 active; AID 588391, 2011;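 active = mean inhibition across replicates of 30% or more, whatever share of single replicates reach that level; inconclusive = mean inhibition below 30% while every single replicate reaches 30%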;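 also: absorbance from insulin aggregation driven by PDI reduction with DTT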
# Target sequence (P07237 whole entry, looked up): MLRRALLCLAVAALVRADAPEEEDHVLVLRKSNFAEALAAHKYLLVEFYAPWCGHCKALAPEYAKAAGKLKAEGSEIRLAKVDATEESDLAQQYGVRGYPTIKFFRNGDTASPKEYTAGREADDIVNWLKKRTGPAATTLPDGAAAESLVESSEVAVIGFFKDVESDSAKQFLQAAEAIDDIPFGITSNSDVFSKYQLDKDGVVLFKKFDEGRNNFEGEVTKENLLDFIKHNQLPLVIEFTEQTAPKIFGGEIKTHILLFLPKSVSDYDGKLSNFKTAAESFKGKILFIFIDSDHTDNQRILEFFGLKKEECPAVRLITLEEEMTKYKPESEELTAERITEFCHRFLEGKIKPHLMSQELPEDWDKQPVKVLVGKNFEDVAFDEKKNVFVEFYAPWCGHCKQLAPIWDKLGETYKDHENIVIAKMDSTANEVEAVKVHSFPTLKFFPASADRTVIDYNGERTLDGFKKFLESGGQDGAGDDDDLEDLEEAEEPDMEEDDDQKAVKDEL
# Vif imaging: HIV Vif self-association inhibitors, primary screen, imaging, HEK293T, single point; AID 602346, 2012; HEK293T cells, Vif self-association by quenched fluorescence, 24 h; inhibition, % at 7.49 µM; 0.35% of 340,000 active; in the data active = inhibition above about 50%, passing the limit was not always enough; inconclusive = no clear call, values can overlap the other calls; inactive = below about 31%; also: some results filed as inactive read as strong as hits
# MC4R antag cAMP: MC4R antagonists of cAMP signaling, primary screen, cell-based, TR-FRET, antagonist arm of biased-ligand search | Melanocortin receptor 4 (Homo sapiens), P32245 | MC4R-expressing cells, MTII-stimulated cAMP, LANCE TR-FRET | inhibition, % at 6.5 µM | 0.48% of 360,000 active | AID 540295, 2011;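 active = inhibition above its plate's cutoff, the mean of tested wells on that plate plus 3 SD, cut at about 29% in these data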;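 also: 0% = Melanotan II alone and 100% = Melanotan II plus saturating MCL0020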
#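 System: U2OS-MC4R stable cell line; Technique: Eu-cAMP/anti-cAMP TR-FRET, emission 671 nm; Repeats: single well per compound; Also added: Melanotan II; Dosing: one concentration, 6.5 µM nominal; Schedule: 30-min compound, 1-h challenge, 1-h detection, room temperature.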
# MC4R barr agon: MC4R agonists recruiting beta-arrestin, primary screen, cell-based, luminescence, agonist arm of biased-ligand search. activation, % at 8.9 µM. 0.98% of 360,000 active. U2OS MC4R beta-arrestin complementation; percent of melanotan II response, DMSO zero;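 active = activation above a per-plate cutoff, the mean activation of sample wells on that plate plus 3 SD, cut at about 8% in these data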
# ABCB6 inh MLPCN: ABCB6 transporter inhibitors, primary screen, K562-ABCB6 cells, flow cytometry, MLPCN library. 0.19% of 360,000 active. K562-ABCB6 porphyrin accumulation, 1 h; active compounds read low. ATP-binding cassette sub-family B member 6 (Homo sapiens), Q9NP58. fluorescence ratio to DMSO, % at 10 µM;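 active = fluorescence ratio to DMSO below 75%, the collection mean minus 3 SD; inconclusive = too few cells collected in the well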;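 also: signal is porphyrin accumulated inside mitochondria; 100% equals median channel fluorescence of DMSO control wells; lower ratio means ABCB6 inhibition with less porphyrin fluorescence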
# m5-HT2A agonist: mouse Htr2a agonists via beta-arrestin recruitment, primary screen, cell-based, luminescence; activation, % at 7.6 µM; 5-hydroxytryptamine receptor 2A (Mus musculus), P35363; 0.66% of 360,000 active; CHO-K1 mHTR2A beta-arrestin complementation; percent of 30 µM serotonin response;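 active = activation above a run cutoff, the mean activation of all tested compounds plus 3 SD, cut at about 14% in these data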;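 also: 0% = plate median of compound wells and 100% = 30 µM serotonin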
# Target sequence (P35363 whole entry, looked up): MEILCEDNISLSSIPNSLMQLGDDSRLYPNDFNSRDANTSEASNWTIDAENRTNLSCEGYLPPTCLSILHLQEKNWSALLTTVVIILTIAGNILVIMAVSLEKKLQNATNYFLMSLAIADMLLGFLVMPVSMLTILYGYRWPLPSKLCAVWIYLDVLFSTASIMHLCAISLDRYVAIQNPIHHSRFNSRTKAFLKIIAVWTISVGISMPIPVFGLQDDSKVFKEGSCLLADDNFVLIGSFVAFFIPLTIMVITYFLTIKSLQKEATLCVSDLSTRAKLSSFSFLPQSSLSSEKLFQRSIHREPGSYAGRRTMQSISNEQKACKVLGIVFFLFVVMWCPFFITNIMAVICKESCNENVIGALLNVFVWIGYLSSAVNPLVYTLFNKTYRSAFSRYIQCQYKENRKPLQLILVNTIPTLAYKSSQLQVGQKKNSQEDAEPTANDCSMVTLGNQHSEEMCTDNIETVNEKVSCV
# N-glyco inh: increase of ERlucT glycosylation luciferase signal, primary screen, N-linked glycosylation inhibitor project, D54 ERlucT cells, luminescence, set 2. D54 ERlucT glycosylation luciferase reporter, 24 h; percent of 100 nM tunicamycin response. AID 588692, 2011. reporter increase, % at 12.5 µM. 0.23% of 360,000 active;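 active = mean luciferase reporter signal, scaled so untreated is 0 and the glycosylation-blocking control 100, at or above a set limit in every replicate; inconclusive = mean reaches the limit but not every replicate does; inactive = mean below the limit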;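 also: luciferase carries N-glycosylation sites so blocking glycosylation raises the light; 0% = median of neutral control wells and 100% = median of 100 nM tunicamycin wells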
# Numbers without * were called inactive; ? = inconclusive; / = not tested or not shown; & = joins results of further samples.
SMILES,CaV13 ICDI inh,aDG glyco act,H9c2 protect,PDI turbidity,Vif imaging,MC4R antag cAMP,MC4R barr agon,ABCB6 inh MLPCN,m5-HT2A agonist,N-glyco inh
CN(C)CCCN(C(=O)c1ccc(S(=O)(=O)N2CCc3ccccc32)cc1)c1nc2ccc(Cl)cc2s1,-7,-0.1,-18,22,16,2,-1.0,97,-5,-2
CC(C)NC(=O)CN1CCN(C(c2ccnc3ccccc23)c2nnnn2-c2ccc3c(c2)OCCO3)CC1 (stereo not drawn),-6,0.1,/,/,/,/,/,100,3,/
Cc1ccc(S(=O)(=O)Nc2ccc(Cl)cn2)cc1C,-4,0.0,-4,-2,-1,5,-0.6,100,4,1
CC1CN(C(=S)SCC(=O)c2ccccc2)CC(C)O1 (stereo not drawn),-15,0.0,6,11,-3,1,0.1,93,1,-1
Fc1ccc(C2c3[nH]c4ccccc4c3CCN2CCCn2cccn2)cc1 (stereo not drawn),-4,0.0,6,0,-5,-3,-1.9,101,-5,-3
CCN(CC)C(=S)SC1=CCS(=O)(=O)C1,-4,-0.3,2,5,-12,5,-1.7,103,-4,1
O=C(Nc1ccc(F)cc1F)c1cc(-c2ccco2)on1,-2,-0.1,-2,-3,11,-7,2.0,100,1,2
O=C(O)[C@@H]1CCCN1S(=O)(=O)c1cccc(S(=O)(=O)N2CCC[C@H]2C(=O)O)c1,68*,-0.1,-2,4,-2,5,-2.3,93,-3,1
CC1(C)CC(=O)c2cc(OCC(=O)NCC3CCCO3)ccc2O1 (stereo not drawn),-9,0.8,-2,1,0,6,-1.4,98,-2,-1
CC(SC1=NCCN1S(=O)(=O)c1ccccc1)c1ccccc1 (stereo not drawn),-11,0.3,-3,3,1,0,-2.0,94,1,-1
CCN(CC)c1ccc(N2C(=O)/C(=C/c3ccccn3)SC2=S)cc1,2,0.0,-15,0,-9,-10,-2.6,95,2,-1
CCc1nnc(NS(=O)(=O)c2ccc(NC(=O)c3ccc(Cl)cc3)cc2)s1,-1,-0.1,-5,-1,6,10,-3.5,98,-4,1
O=C1CS(=O)(=O)N(Cc2ccccc2F)c2ccc(Br)cc21,-4,0.1,-4,10,-8,9,-0.3,106,3,0
c1ccc(-c2nc3ccccc3s2)nc1,-4&-2,-0.1&-0.1,-10&-5,2&-3,2&-1,-1&1,-2.0&-0.9,99&96,0&1,-9&-10
Cc1ccc(-n2nc3c(=O)n(CCCC(=O)NCc4ccco4)nc(C)c3c2C)cc1,-12,0.2,1,-8,0,2,-2.0,94,12,2
Cc1cc(C(=O)N2CC(C)CC(C)C2)c(C)o1 (stereo not drawn),-7,-0.1,3,-1,-3,4,-1.7,95,-1,1
OCCCNc1ncnc2c1cnn2-c1ccc(Cl)cc1,-6,0.2,-14,3,-3,9,-0.6,115,7,-18
CCCCC1CCC(C(=O)Nc2ccc(N3CCOCC3)cc2N2CCOCC2)CC1 (stereo not drawn),-16,0.1,12,8,-5,-1,-1.9,95,0,-1
CCCOn1c(OCC(C)C)nc2ccccc2c1=O,-6,-0.1,6,13,-1,5,1.7,95,-1,0
C/C(CC(=O)Nc1cccc2c1CCCC2)=N\NC(=O)c1cccc2ccccc12,-5,0.0,8,15,-7,-6,-1.0,94,-4,1
CCCN1CCC(=O)N([C@H](CSc2ccccc2)Cc2ccccc2)CC1,-5,0.6,2,4,2,9,-0.5,104,-1,-3
COc1cc(C(=O)N2CCCCC2)ccc1OCC(=O)Nc1ccc(F)cc1,-4,-0.1,-5,7,/,-3,-0.8,101,1,-1
CCCCN1C(=O)C(CC(=O)NCCc2ccccn2)CC(C(=O)N(CC)CC)=C1C (stereo not drawn),-7,0.1,8,-5,-4,3,1.5,95,-4,0
COc1ccc(NC(=O)N2CCc3ccccc3C2)cc1OC,-3,-0.1,-3,13,3,-4,-2.0,101,-5,2
Cc1ccc(NC(=O)CSCc2ccco2)cc1,-15,-0.1,-8,-12,-5,0,-0.1,101,-5,-1
COc1cc(NC(=O)CSc2nnc(C)s2)cc(OC)c1OC,-6,-0.3,6,9,2,5,-2.4,97,1,-1
O=C1CSC(c2cccnc2)N1C1CCCCC1 (stereo not drawn),-7,-0.2,1,-2,45,1,-1.0,93,2,0
COc1ccccc1C(=O)N/N=C/c1ccc2c(c1)OCO2,-2,0.1,-8,-4,-6,6,0.4,92,4,-1
O=C(NC1CCCCC1)C1c2ccccc2OCC(=O)N1C1CC1 (stereo not drawn),-2,0.4,/,/,/,/,/,100,-2,/
O=C(COc1ccccc1[N+](=O)[O-])NCC1COc2ccccc2O1 (stereo not drawn),-4,-0.1,9,-4,0,11,0.5,103,6,0

# Seven entries picked at random from the list so far, as already listed:
SMILES,CaV13 ICDI inh,aDG glyco act,H9c2 protect,PDI turbidity,Vif imaging,MC4R antag cAMP,MC4R barr agon,ABCB6 inh MLPCN,m5-HT2A agonist,N-glyco inh
O=C(COc1ccccc1[N+](=O)[O-])NCC1COc2ccccc2O1 (stereo not drawn),-4,-0.1,9,-4,0,11,0.5,103,6,0
COc1ccc(NC(=O)N2CCc3ccccc3C2)cc1OC,-3,-0.1,-3,13,3,-4,-2.0,101,-5,2
COc1ccccc1C(=O)N/N=C/c1ccc2c(c1)OCO2,-2,0.1,-8,-4,-6,6,0.4,92,4,-1
CCN(CC)c1ccc(N2C(=O)/C(=C/c3ccccn3)SC2=S)cc1,2,0.0,-15,0,-9,-10,-2.6,95,2,-1
CC(C)NC(=O)CN1CCN(C(c2ccnc3ccccc23)c2nnnn2-c2ccc3c(c2)OCCO3)CC1 (stereo not drawn),-6,0.1,/,/,/,/,/,100,3,/
CCc1nnc(NS(=O)(=O)c2ccc(NC(=O)c3ccc(Cl)cc3)cc2)s1,-1,-0.1,-5,-1,6,10,-3.5,98,-4,1
c1ccc(-c2nc3ccccc3s2)nc1,-4&-2,-0.1&-0.1,-10&-5,2&-3,2&-1,-1&1,-2.0&-0.9,99&96,0&1,-9&-10

# Next results follow.
SMILES,CaV13 ICDI inh,aDG glyco act,H9c2 protect,PDI turbidity,Vif imaging,MC4R antag cAMP,MC4R barr agon,ABCB6 inh MLPCN,m5-HT2A agonist,N-glyco inh
CCc1noc(C)c1C(=O)Nc1nc(-c2ccc(NC(C)=O)cc2)cs1,-3,-0.2,30,-3,12,4,-0.8,97,6,3
CC1CCCC(NC(=O)CCNC(=O)c2ccc(Br)cc2)C1C (stereo not drawn),-4,0.4,-2,-1,6,10,-3.6,96,-1,0
O=C(/C=C/c1ccc(S(=O)(=O)N2CCOCC2)cc1)NCc1ccccc1Cl,-4,0.2,2,5,-1,8,-1.9,86,-3,-3
CN(C)c1ccc(C(CNS(=O)(=O)c2ccc([N+](=O)[O-])cc2)N2CCOCC2)cc1 (stereo not drawn),-7,-0.1,4,2,2,6,-1.1,104,-4,0
O=C(N/N=C/c1ccccc1Cl)C1CC1,-5,-0.3,0,-1,-9,2,1.8,100,15*,-1
CCOc1ccc(N(CC(=O)NCCc2ccc(OC)cc2)S(C)(=O)=O)cc1,-6,0.1,2,0,15,3,-2.0,100,5,-1
CC(/C=C/c1ccc2c(c1)OCO2)=N\NC(=O)C(O)c1ccccc1 (stereo not drawn),-20,-0.1,-2,-3,?,-7,1.6,103,-5,3
Cn1c(SCc2nc(-c3ccc(Cl)cc3)no2)nnc1-c1ccco1,-6,-0.2,-16,-9,12,13,0.3,96,-1,7
N#Cc1cc(Br)ccc1N=C1CCCN1c1ccccc1,-5,0.4,-2,4,-10,0,-0.1,98,-3,5
O=C(CN1CC(=O)Oc2ccccc21)NCc1ccco1,/,0.3,32,-6,1,7,-2.3,95,1,6
Cc1nn(-c2cccc(Cl)c2)c2c1C(c1cccnc1)C(C#N)=C(N)O2 (stereo not drawn),-4,-0.1,8,-2,-1,-2,0.7,113,3,-2
CCOC(=O)C(=Cc1ccc(OCc2ccc([N+](=O)[O-])cc2)c(OC)c1)C(=O)OCC,/,-0.8,-23,-3,-2,27,0.1,100,6,17
COc1cc(-c2cc3nc(NC4CCCCC4)ccn3n2)cc(OC)c1OC,-10,-0.3,17,-4,/,14,2.2,98,7,21
O=C(COn1nnc2ccc(Cl)cc21)NC1CCS(=O)(=O)C1 (stereo not drawn),-5,0.0,-3,-6,-4,2,-0.1,95,-2,-3

# Of the compounds above, three contain bromine:
SMILES,CaV13 ICDI inh,aDG glyco act,H9c2 protect,PDI turbidity,Vif imaging,MC4R antag cAMP,MC4R barr agon,ABCB6 inh MLPCN,m5-HT2A agonist,N-glyco inh
O=C1CS(=O)(=O)N(Cc2ccccc2F)c2ccc(Br)cc21,-4,0.1,-4,10,-8,9,-0.3,106,3,0
CC1CCCC(NC(=O)CCNC(=O)c2ccc(Br)cc2)C1C (stereo not drawn),-4,0.4,-2,-1,6,10,-3.6,96,-1,0
N#Cc1cc(Br)ccc1N=C1CCCN1c1ccccc1,-5,0.4,-2,4,-10,0,-0.1,98,-3,5
